Screening data (PubChem BioAssay)
Mdm2 MdmX PPI – inhibitors of human Mdm2/MdmX interaction | AID 485346 | SaOS-2 split-luciferase Mdm2/MdmX complementation, luminescence | inhibition, % at 8 µM | hit rate 3% among 330,000;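 active = inhibition of at least 50% at 8 µM in the primary screen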
Target sequence (O15151 whole entry, looked up): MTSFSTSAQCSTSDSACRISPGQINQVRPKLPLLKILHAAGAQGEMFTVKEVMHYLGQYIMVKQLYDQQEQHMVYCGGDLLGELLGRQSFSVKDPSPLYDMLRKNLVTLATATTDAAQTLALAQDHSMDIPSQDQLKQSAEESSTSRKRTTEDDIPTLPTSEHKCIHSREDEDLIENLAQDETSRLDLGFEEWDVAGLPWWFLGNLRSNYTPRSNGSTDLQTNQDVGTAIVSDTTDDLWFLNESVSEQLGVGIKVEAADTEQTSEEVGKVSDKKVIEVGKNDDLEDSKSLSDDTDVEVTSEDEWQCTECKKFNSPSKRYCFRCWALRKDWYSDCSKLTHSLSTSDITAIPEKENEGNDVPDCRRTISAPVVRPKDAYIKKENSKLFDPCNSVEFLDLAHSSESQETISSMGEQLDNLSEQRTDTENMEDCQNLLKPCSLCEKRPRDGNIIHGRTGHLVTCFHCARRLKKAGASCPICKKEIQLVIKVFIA
Target sequence (Q00987 whole entry, looked up): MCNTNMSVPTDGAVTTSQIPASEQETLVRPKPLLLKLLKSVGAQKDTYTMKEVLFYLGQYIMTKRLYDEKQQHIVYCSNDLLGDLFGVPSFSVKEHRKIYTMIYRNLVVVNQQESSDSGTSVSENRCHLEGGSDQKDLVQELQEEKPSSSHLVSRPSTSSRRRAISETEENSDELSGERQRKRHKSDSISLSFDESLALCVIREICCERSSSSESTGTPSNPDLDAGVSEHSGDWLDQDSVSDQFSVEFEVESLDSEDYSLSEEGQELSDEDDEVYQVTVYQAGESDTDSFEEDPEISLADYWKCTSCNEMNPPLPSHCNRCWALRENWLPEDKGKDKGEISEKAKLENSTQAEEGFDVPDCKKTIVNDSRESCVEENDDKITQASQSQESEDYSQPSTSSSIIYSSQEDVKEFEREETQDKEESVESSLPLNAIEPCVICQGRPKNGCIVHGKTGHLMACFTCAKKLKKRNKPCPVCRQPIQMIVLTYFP
Jurkat NFkB inh – lowers PMA/ionomycin-induced NF-kB signal in Jurkat cells; inhibition, % at 4 µM; PMA/ionomycin-induced NF-kB luciferase reporter, luminescence; hit rate 0.53% among 330,000; in the data active = inhibition above about 50%
CHOP UPR activ – activators of apoptotic arm of unfolded protein response (CHOP); CHO-CHOP luciferase reporter, UPR activation, luminescence; percent of tunicamycin response over DMSO baseline; hit rate 0.34% among 330,000; activation, % at 10 µM;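 active = at 10 µM dose, activation of 40% or more, normalized to positive control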;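 note: 100% = tunicamycin at 10 µg/mL and 0% = DMSO alone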
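System: CHO CHOP reporter cells. Amount: 500 cells per well. Buffer or medium: F12 medium, 10% FBS. Compound dosing: one dose, 10 µM in 0.5% DMSO. Incubation: 6 h compound exposure at 37 °C after overnight seeding. Technique: Steady-Glo luciferase luminescence. Benchmarks: tunicamycin and DMSO controls.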
UPR XBP1 act – adaptive UPR (XBP1) activation; CHO-XBP1 luciferase reporter, IRE1-XBP1 UPR activation, luminescence; percent of tunicamycin response, DMSO as zero; activation, % at 20 µM; hit rate 0.33% among 330,000;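 active = versus positive control, 20 µM dose yields 30% or more activation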;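 note: 100% = tunicamycin at 10 µg/mL and 0% = DMSO only wells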
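incubation = overnight seeding at 37 °C, 6 h compound treatment at 37 °C | assay system = CHO-XBP1 cells stably carrying IRE1-XBP1-driven luciferase reporter | input = 1000 cells per well | detection = luciferase luminescence | dosing = single point, 20 µM final compound, 1% DMSO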
tim10-1 inh – growth inhibitors of tim10-1 mutant yeast. hit rate 2.2% among 330,000. AID 463190. S. cerevisiae tim10-1 ts strain growth, BacTiter-Glo, 24 h. inhibition, % at 20 µM;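 active = inhibition of at least 40%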;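 note: mutant grown at 25 °C; 0% = DMSO wells with yeast and 100% = wells holding no yeast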
697 NFkB inh – lowers PMA/ionomycin-induced NF-kB signal in 697 B cells. 697 B-cell NF-kB luciferase reporter, 16 h. inhibition, % at 4 µM. hit rate 0.33% among 330,000. AID 435022; in the data active = inhibition above about 35%
tim23-1 inh – inhibits growth of tim23-1 mutant yeast; S. cerevisiae tim23-1 growth, BacTiter-Glo luminescence, 24 h; inhibition, % at 20 µM; hit rate 1.3% among 330,000;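 active = growth inhibition of the mutant yeast at or above 50%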;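 note: temperature-sensitive mutant grown at 25 °C; plate controls were DMSO-treated mutant yeast for no effect and medium wells lacking yeast for full effect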
TIM10 inh – inhibits growth of TIM10 yeast strain; S. cerevisiae TIM10 strain growth, BacTiter-Glo luminescence, 24 h; inhibition, % at 10 µM; hit rate 1.4% among 330,000; AID 463195;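 active = inhibition of 40% or more at the single tested concentration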;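 note: wild-type TIM10 isogenic control strain grown at permissive 25 °C; 0% = DMSO yeast wells and 100% = minimal medium wells without yeast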
Starred values were filed as active, the others as inactive. The order is random, and some 6.6% of all compounds hit somewhere here.

SMILES	Mdm2 MdmX PPI	Jurkat NFkB inh	CHOP UPR activ	UPR XBP1 act	tim10-1 inh	697 NFkB inh	tim23-1 inh	TIM10 inh
COc1cccc(N2CCN(S(=O)(=O)c3ccc4nc(-c5ccccc5)[nH]c4c3)CC2)c1	11	9	1.9	-3	-1	-15	2	0
CC1(C)NC(C)(C)/C(=C\c2cccs2)C(=O)C1=O	-12	-3	-0.4	2	23	1	14	24
Cc1ccc(NC(=O)c2[nH]cnc2C(=O)NN)cc1	-4	-4	-0.3	2	21	-13	9	10
O=C(Nc1nncs1)C1CCCC1	-5	-33	1.0	-4	-1	-43	18	19
CN(C)S(=O)(=O)c1ccc(N=Cc2c(C(F)(F)F)[nH]n(C)c2=O)cc1	-28	14	-0.1	1	12	6	1	6
CCOC(=O)CNC(=O)Cn1cnc2c(nnn2-c2cccc(Cl)c2)c1=O	18	0	0.1	-1	-1	16	9	-11
Cc1cc2oc(=O)cc(Cn3nnc(-c4ccc(Cl)cc4)n3)c2cc1C(C)C	28	16	-0.8	-6	11	21	4	18
COc1cc2cnc(-c3ccccc3)cc2cc1OC	36	-4	3.2	21	-8	0	52*	8
N=c1c(S(=O)(=O)c2ccccc2)cc2c(=O)n3ccccc3nc2n1Cc1ccco1	26	-6	2.5	-1	20	5	2	11
CC(=C/c1ccccc1)/C=N/NC(=O)c1ccccn1	-30	-75	-4.7	-8	-13	-121	23	10
CCN(CC)S(=O)(=O)c1ccc(C(=O)N2CCN(c3ncccn3)CC2)cc1	6	-5	-0.2	-6	2	3	12	-20
Cc1cc(/C(O)=C2\C(=O)C(=O)N(CCN(C)C)C2c2ccncc2)ccc1OCc1ccccc1 (stereo not drawn)	-10	-5	-0.8	0	23	2	2	-2
Cc1ccc(CNC(=O)c2ccc([N+](=O)[O-])o2)cc1	18	3	-2.1	-1	62*	22	64*	67*
O=C(Nc1ccc(Cl)c(Cl)c1)Nc1nnc(CC2=CCCCC2)s1	89*	-2	7.5	10	15	-43	-5	13
COc1cc(-c2nnc(SCC(=O)Nc3ccc(C(=O)O)cc3)o2)cc(OC)c1OC	1	8	-1.1	-3	-10	4	-2	-6
CCCCNC(=O)C(=O)NCC1CCCN1S(=O)(=O)c1cccs1 (stereo not drawn)	-11	-30	0.4	-1	18	-11	11	3
Nc1ccn(CC(=O)NCc2ccccn2)c(=O)n1	13	-2	1.4	0	-12	11	-8	1
CCOC(=O)c1c(NC(=O)CSc2nnc(-c3ccncc3)n2Cc2ccco2)sc(C)c1C	36	3	2.2	0	21	15	22	13
CC(c1ccco1)N(C(=O)CSc1ccc(Br)cc1)c1ccccn1 (stereo not drawn)	23	-3	-2.4	-2	24	13	37	30
Cc1cc(NC(=O)Nc2cc(Cl)ccc2C)no1	12	-19	-0.1	0	27	2	15	7
CCN(CC)CCN1C(=O)C(=O)/C(=C(/O)c2c(C)[nH]c(C(=O)OC)c2C)C1c1cccnc1 (stereo not drawn)	-3	2	1.4	-1	7	-3	2	1
CNC(=S)N/N=C1\CC(c2ccccc2)Oc2ccccc21 (stereo not drawn)	17	5	-0.8	3	-34	23	17	6
COc1ccc(NS(=O)(=O)c2ccc(C)c(C(=O)NCc3cccnc3)c2)cc1	-8	5	-0.3	-3	-13	8	-14	4
Cn1c(C(=O)OCC(=O)NCc2ccc(F)cc2)cc2occc21	24	22	-0.8	-2	14	11	17	7
CC1(OC(=O)CCc2ccccc2)C(=O)C=C2C=C(c3ccc(C#N)cc3)N(CC3CC3)C=C2C1=O (stereo not drawn)	-26	13	2.0	-2	16	11	15	15
SMILES	Mdm2 MdmX PPI	Jurkat NFkB inh	CHOP UPR activ	UPR XBP1 act	tim10-1 inh	697 NFkB inh	tim23-1 inh	TIM10 inh
CC(C)C[C@H](NC(=O)C1CC(=O)N(c2ccc3c(c2)OCCO3)C1)C(=O)NC1CCCC1 (stereo partly drawn)	32	4	-1.1	-5	-1	22	-7	3
COc1ccc2oc(-c3cccc(NC(=O)CSc4ccc(Cl)cc4)c3)nc2c1	-156	-48	1.7	-6	22	-157	6	20
CCN(Cc1ccccc1)S(=O)(=O)c1ccc2oc(C(=O)O)c(C)c2c1	-18	6	-0.5	1	7	24	4	14
Cc1nn(-c2ccccc2)c(NC(=O)c2ccccc2)c1Br	7	9	-2.6	-4	23	12	18	1
CC#CCN(CC#CC)S(=O)(=O)c1ccc(S(=O)(=O)N2CCOCC2)cc1	19	13	-0.4	-6	37	1	23	5
O=C(Nc1ccc2c(c1)OCCO2)C1CCN(C(=O)c2ccc(Br)cc2)CC1	6	8	-1.1	-1	22	8	20	13
CN(C)c1ccc(C(=O)N2CCN(C(=O)C3CCCO3)CC2)cc1 (stereo not drawn)	10	12	-1.4	-3	-17	23	-10	2
COc1ccc(-c2csc(CCN3N=C(C)CC3=O)n2)cc1	0	5	-2.0	-2	29	19	8	5
Cc1ccc(S(=O)(=O)NCCN2CCOCC2)cc1C	12	-19	-2.4	-6	4	9	3	-7
Cc1cc(NN)nc(NS(=O)(=O)c2ccc(Cl)cc2)n1	8	2	-0.6	1	-2	6	14	-3
N=c1c(C(=O)NCc2ccco2)cc2c(=O)n3ccccc3nc2n1Cc1ccccc1	-11	-1	1.8	2	5	-23	2	-13
COc1ccc(C(=O)Nc2ccc3ccccc3n2)c(OC)c1OC	13	-134	-2.5	-8	5	-435	29	4
CCc1ccc(NC(=O)C2CCN(c3c(N4CCCC4)c(=O)c3=O)CC2)cc1	15	-6	0.9	-3	18	19	11	-2
Cc1[nH]n(C2=NCCS2)c(=O)c1N=Nc1ccccc1	-21	12	0.4	1	10	23	9	18
COc1ccc(N2CCN(C(=O)Cn3nnc(-c4cccs4)n3)CC2)cc1	-2	3	-1.3	-2	18	14	23	19
COc1ccc(NC(=O)C(C)N(c2ccc(C)cc2)S(C)(=O)=O)c(OC)c1 (stereo not drawn)	10	7	-0.4	-2	23	4	27	10
Cc1cc(N2CCCC2)ccc1/C=N/n1cnnc1	10	-26	2.1	1	11	15	10	20
CC1(C)CC(OC(=O)c2ccccc2)CC(C)(C)N1	-2	-8	-0.2	-2	-20	14	-4	-23
O=C(O)CN1C(=O)COc2cc(S(=O)(=O)N3CCCC3)ccc21	29	1	-0.2	2	6	7	18	14
CCN(CC(=O)Nc1cc(Cl)ccc1C)C(=O)CCOc1ccccc1C	29	22	-1.7	-4	20	-25	24	7
CC(C)(C)[C@H]1C=C(C(=O)NCc2ccccc2)O[C@@H](OCc2ccc(CO)cc2)C1	30	6	-0.9	-4	19	20	16	4
O=C(NCCS(=O)(=O)NCc1ccccc1Cl)c1ccc2c(c1)OCO2	5	16	0.5	0	4	8	11	-1
COCCNC(=S)N/N=C(\C)c1ccc(Cl)s1	-5	-2	1.2	4	29	-7	17	31
O=C(CN1C(=O)/C(=C/c2ccccc2)SC1=S)NNC(=O)c1ccccc1O	7	11	1.7	1	0	3	-35	-5
CC(OC(=O)c1cnc(Cl)c(Cl)c1)C(=O)NCc1ccccc1 (stereo not drawn)	-6	10	4.3	-4	-13	19	12	-7
SMILES	Mdm2 MdmX PPI	Jurkat NFkB inh	CHOP UPR activ	UPR XBP1 act	tim10-1 inh	697 NFkB inh	tim23-1 inh	TIM10 inh
NCCNc1ccc([N+](=O)[O-])c(Sc2nc3ccccc3[nH]2)c1	30	14	2.7	-1	12	5	14	10
O=C(CSc1cccs1)Nc1ccc(Cl)cc1	-2	-53	5.9	2	-5	8	1	6
CC1CCCCN1CCCNc1ccc(C(CC(N)=O)NC(=O)Cc2ccc(Cl)cc2)cc1[N+](=O)[O-] (stereo not drawn)	17	-6	0.6	3	3	4	17	3
CC(C)(C)NC(=O)Cn1c(SCC(=O)NC2CCCCC2)nc2ccccc21	12	-6	-1.2	-1	15	18	5	16
CC(C)C(=O)NC(=S)Nc1ccccc1C(=O)NC1CCCCC1	2	-5	0.5	-5	18	14	3	2
O=C(Nc1ccccc1)c1nc[nH]c1C(=O)NCc1ccccc1	10	5	0.9	1	34	-3	34	28
CCc1ccc(N(C(=O)CNC(=O)c2ccco2)C(C(=O)NC2CCCC2)c2cccnc2)cc1 (stereo not drawn)	18	-3	-0.2	-5	8	1	6	-18
COc1ccc(C(=O)Nc2sc(C(=O)N(C)C)c(C)c2C#N)cc1[N+](=O)[O-]	5	12	0.0	-3	1	26	0	5
CSc1ccccc1C(=O)Nc1ccc(S(=O)(=O)NC2=NCCCCC2)cc1	18	-6	-0.1	-3	-3	12	2	-8
Cc1ccc(S(=O)(=O)N2CCSC2=Nc2ccccc2)cc1	6	-6	-1.0	0	8	9	-6	5
CS(=O)(=O)N1CCCC(C(=O)Nc2ccccc2F)C1 (stereo not drawn)	-5	5	2.8	-3	-4	15	-12	1
CCc1[nH]nc2c1C(Cc1ccccc1)C(C#N)=C(N)O2 (stereo not drawn)	-12	1	-0.6	0	14	31	10	3
CC(CNS(=O)(=O)c1ccc2c(c1)CC(=O)N2C)c1ccccc1 (stereo not drawn)	1	14	2.7	-5	5	2	-1	10
CCOC(=O)C1(C/C(C)=N/NC(N)=O)CC(C)OC1=O (stereo not drawn)	-15	-4	6.1	0	19	-31	9	-13

An excerpt from above in order of length of the SMILES, low to high.
SMILES	Mdm2 MdmX PPI	Jurkat NFkB inh	CHOP UPR activ	UPR XBP1 act	tim10-1 inh	697 NFkB inh	tim23-1 inh	TIM10 inh
O=C(CSc1cccs1)Nc1ccc(Cl)cc1	-2	-53	5.9	2	-5	8	1	6
COCCNC(=S)N/N=C(\C)c1ccc(Cl)s1	-5	-2	1.2	4	29	-7	17	31
CS(=O)(=O)N1CCCC(C(=O)Nc2ccccc2F)C1 (stereo not drawn)	-5	5	2.8	-3	-4	15	-12	1
Cc1ccc(S(=O)(=O)N2CCSC2=Nc2ccccc2)cc1	6	-6	-1.0	0	8	9	-6	5
CCOC(=O)C1(C/C(C)=N/NC(N)=O)CC(C)OC1=O (stereo not drawn)	-15	-4	6.1	0	19	-31	9	-13
O=C(Nc1ccccc1)c1nc[nH]c1C(=O)NCc1ccccc1	10	5	0.9	1	34	-3	34	28
CC(OC(=O)c1cnc(Cl)c(Cl)c1)C(=O)NCc1ccccc1 (stereo not drawn)	-6	10	4.3	-4	-13	19	12	-7
CC(CNS(=O)(=O)c1ccc2c(c1)CC(=O)N2C)c1ccccc1 (stereo not drawn)	1	14	2.7	-5	5	2	-1	10
NCCNc1ccc([N+](=O)[O-])c(Sc2nc3ccccc3[nH]2)c1	30	14	2.7	-1	12	5	14	10
CC(C)(C)NC(=O)Cn1c(SCC(=O)NC2CCCCC2)nc2ccccc21	12	-6	-1.2	-1	15	18	5	16
O=C(CN1C(=O)/C(=C/c2ccccc2)SC1=S)NNC(=O)c1ccccc1O	7	11	1.7	1	0	3	-35	-5
COc1ccc(C(=O)Nc2sc(C(=O)N(C)C)c(C)c2C#N)cc1[N+](=O)[O-]	5	12	0.0	-3	1	26	0	5
CCc1ccc(N(C(=O)CNC(=O)c2ccco2)C(C(=O)NC2CCCC2)c2cccnc2)cc1 (stereo not drawn)	18	-3	-0.2	-5	8	1	6	-18
CC1CCCCN1CCCNc1ccc(C(CC(N)=O)NC(=O)Cc2ccc(Cl)cc2)cc1[N+](=O)[O-] (stereo not drawn)	17	-6	0.6	3	3	4	17	3
